# KOR beta-arrestin-1 = kappa opioid receptor blockers – cell-based, luminescence, uHTS (AID 1778) | KOR beta-arrestin recruitment, luminescence, antagonist mode; higher % means a stronger effect | inhibition, % at 10 µM, or IC50 in µM where a hit was titrated | hit rate 0.091% among 290,000; in the data active = inhibition above about 50%; note: strong numbers were not always called active
# GPR55 LPI antagonism = GPR55 antagonists blocking LPI-driven arrestin recruitment, primary screen, imaging, U2OS, beta-arrestin-GFP, LPI agonist (AID 2013) | inhibition, % at 10 µM, or IC50 in µM where a hit was titrated | U2OS GPR55 beta-arrestin-GFP translocation imaging, LPI antagonism; higher % means a stronger effect | hit rate 0.13% among 290,000;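 active = spots per cell inhibited over 60%, with over 100 cells counted and total cytoplasm intensity under 500,000; inconclusive = wells with under 100 cells, flagged as likely toxic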;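 note: U2OS cells stably carrying GPR55 and arrestin-GFP stimulated by 5 µM LPI near EC80; imaged beta-arrestin-GFP aggregate spots per cell after agonist stimulation; plate controls were LPI-stimulated DMSO wells for no effect and DMSO wells without LPI for full effect; some results filed as inactive read as strong as hits; confirmed hits need IC50 under 10 µM and bright autofluorescent wells are also inconclusive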
# GPR35 antagonists = inhibition of zaprinast-stimulated GPR35 beta-arrestin translocation – imaging, U2OS, beta-arrestin-GFP, zaprinast agonist, primary screen (AID 2058) | U2OS GPR35 beta-arrestin-GFP translocation imaging, zaprinast antagonism; higher % means a stronger effect | inhibition, % at 10 µM; hits with a dose series show IC50 in µM | hit rate 0.052% among 290,000;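 active = inhibition of at least 50% with at least 30 cells and total cytoplasm GFP at most 10,000,000; inconclusive = under 30 cells or total GFP of 10,000,000 plus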
# NOD1 NF-kB reporter = NOD1 signaling inhibitors, primary screen, cell-based, luminescence, uHTS (AID 1578); inhibition, % at 4 µM, or EC50 in µM where a hit was titrated; hit rate 1% among 290,000; NOD1-driven NF-kB luciferase reporter cells, luminescence; higher % means a stronger effect; in the data active = inhibition mostly above about 36%, no sharp cut-off; inactive = mostly below about 34%;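 note: HEK-293T reporter cells stimulated with the NOD1 agonist gamma-tri-DAP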
# GPR55 activation = selective activators of receptor GPR55 – imaging, U2OS cells, beta-arrestin-GFP redistribution, primary screen (AID 1961); activation, % at 10 µM, or EC50 in µM where a hit was titrated; hit rate 0.048% among 290,000; U2OS GPR55 beta-arrestin-GFP redistribution imaging; higher % means a stronger effect;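 active = activation above 40% with more than 50 cells counted in the well; inconclusive = wells holding fewer than 50 cells, flagged as toxic or sparse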;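 note: U2OS osteosarcoma cells stably expressing GPR55 and beta-arrestin-GFP; plate controls were DMSO negative control for no effect and LPI positive control for full effect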
# HIV fusion peptide = cell-free HIV fusion peptide-binding blockers – biochemical, uHTS, fluorescence dequenching, primary screen (AID 1986); hit rate 0.3% among 290,000; one-dose inhibition, % at 20 µM; IC50 in µM for titrated hits; cell-free peptide binding, fluorescence dequenching, 30 min; higher % means a stronger effect; in the data active = inhibition mostly above about 52%, no sharp cut-off; inactive = mostly below about 76%; note: some results filed as inactive read as strong as hits
# AID2073 = inhibitors of Mint1-CaV2.2 protein interaction, biochemical, HTRF (AID 2073); HTRF protein-protein interaction, Mint1-CaV2.2; higher % means a stronger effect; one-dose inhibition, % at 20 µM; IC50 in µM for titrated hits; hit rate 0.19% among 290,000; in the data active = inhibition mostly above about 51%, no sharp cut-off; inconclusive = no clear call, values can overlap the other calls; inactive = mostly below about 53%; note: some results filed as inactive read as strong as hits
# KOR beta-arrestin-2 = KOR agonists, beta-arrestin recruitment, primary screen, cell-based, luminescence, uHTS (AID 1777) | KOR beta-arrestin recruitment, luminescence; higher % means a stronger effect | activation, % at 10 µM; hits with a dose series show EC50 in µM | hit rate 0.02% among 280,000; in the data active = activation above about 50%, passing the limit was not always enough; note: a part of the inactive calls stands beside numbers as strong as those of hits
# Siah-1 displacement = blockers of Siah-1 interaction with plectin peptide – biochemical, fluorescence polarization, rhodamine-plectin, uHTS, primary screen (AID 1817); Siah-1 / rhodamine-plectin peptide fluorescence polarization; higher % means a stronger effect; displacement, % at 20 µM, or IC50 in µM where a hit was titrated; hit rate 0.02% among 290,000;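 active = displacement of at least 50% at 20 µM, with a fluorescence ratio check between 0.3 and a set limit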;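 note: plate controls were Siah plus tracer with DMSO for no effect and tracer alone without Siah for full effect; strong numbers were not always called active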
# Numbers without * were called inactive; i = inactive; ? = inconclusive; / = not tested or not shown; [ ] = dose if it differs, or a comment. A portion of the library. The share of hits here may be higher or lower than overall.
SMILES | KOR beta-arrestin-1 | GPR55 LPI antagonism | GPR35 antagonists | NOD1 NF-kB reporter | GPR55 activation | HIV fusion peptide | AID2073 | KOR beta-arrestin-2 | Siah-1 displacement
CN1CCN(C(=O)/C=C/c2ccc(Cl)c(Cl)c2)CC1 | 9% | 4% | 3% | -24% | 0.9% | -0.5% | -2% | 1.0% | -2%
CN(C)c1ccc(C(=O)NC2CCCc3ccccc32)cc1 (configuration not stated) | -17%[20 µM] | -2% | -12% | -20% | 0.5% | -1.2% | 15% | -3.0% | -3%
COc1cc(C2C(C(C)=O)=C(O)C(=O)N2CCc2ccc(OC)c(OC)c2)ccc1O (configuration not stated) | 29% | 1% | -6% | 9% | 0.6% | -0.9% | -1% | 4.8% | 3%
CCCN1CCC(=O)N([C@H](CSc2ccc(OC)cc2)CC(C)C)CC1 | 29% | -2% | -1% | -9% | -0.1% | 2.6% | -15% | 5.4% | 2%
CCC(C)[C@H](NC(=O)N1CC(=O)Nc2ccccc21)C(=O)N[C@@H](C(=O)O)c1ccccc1 (some centres not stated) | 42% | 4% | -1% | -30% | 0.3% | -0.8% | 0% | -1.9% | 4%
CCOc1ccc(CC(=O)Nc2cccc(-c3ccc4nnc(C)n4n3)c2)cc1 | -23% | -4% | 0% | -30% | -0.6% | 0.2% | 8% | 2.1% | 0%
O=C(Nc1cccc(C(=O)Nc2ccccc2F)c1)c1ccccc1 | -10%[20 µM] | -10% | 15% | -45% | 0.3% | 4.0% | 2% | -1.7% | 2%
Cc1ccc(C)c(N2CCN(C(=S)Nc3ccc4nc(N5CCN(C)CC5)cc(C)c4c3)CC2)c1 | -18% | 11% | 3% | -4% | 0.0% | -2.3% | -10% | -2.2% | -6%
CC(C)(NC(=O)N1CCCC1)c1cccc(C(C)(C)NC(=O)N2CCCC2)c1 | 24% | 1% | 11% | -26% | -0.1% | 1.8% | -15% | -5.1% | 1%
O=C(N/N=C/C=C/c1ccco1)c1ccccc1Cl | 15% | 7% | -5% | -3% | -0.3% | 36% | 70% | -3.7% | 18%
Cc1ccc(S(=O)(=O)c2c(C)nn(C(C)(C)C)c2OC(=O)c2cccs2)cc1 | 18% | 19% | -6% | 65% | -0.1% | 1.7% | -4% | -1.2% | -2%
O=C(CSc1nnc(-c2ccc(Cl)cc2)n1Cc1ccco1)c1cccs1 | 28% | -4% | 9% | -6% | -0.3% | 9.9% | -7% | 0.7% | -2%
O=C(O)COc1ccccc1/C=N/NC(=O)C(O)c1ccccc1 (configuration not stated) | -4% | 1% | -3% | 21% | -0.2% | 3.9% | 4% | 3.6% | 4%
C(#CCN1CCC(Cc2ccccc2)CC1)COCCOCc1ccccc1 | -64% | -6% | -4% | -38% | 0.2% | 0.3% | 3% | 3.1% | 8%
COc1ccc(C(=O)c2ccc(-c3ccc(OC)cc3)nc2)cc1 | -13% | 8% | -3% | 1% | -0.1% | 1.0% | 19% | -0.3% | 11%
CCc1cccc(C)c1NC(=S)NCc1ccc2[nH]c(C)cc2c1 | 21% | 5% | 16% | -27% | -0.2% | 1.8% | 14% | -0.7% | 0%
CCN(C(=O)CSC1=Nc2ccccc2C2CC=NN12)C1CCS(=O)(=O)C1 (configuration not stated) | 8% | -6% | -5% | -39% | 0.5% | -1.7% | 22% | -2.8% | 0%
COc1ccc(S(=O)(=O)N2CCN(C(=O)CC(C)C)CC2)cc1 | -19%[20 µM] | 1% | -10% | -8% | -0.3% | -1.2% | 11% | -3.0% | 4%
Cc1ccc2[nH]c(C(=O)N/N=C/c3ccc([N+](=O)[O-])cc3)c(C)c2c1 | -10% | -5% | -6% | -4% | 0.0% | -0.2% | 30% | -2.1% | 5%
O=C(Cn1nnc(-c2ccccc2NC(=O)c2ccccc2F)n1)NC1CCCC1 | -8%[20 µM] | 1% | 25% | -16% | -0.1% | 4.8% | 3% | -4.7% | 8%
Cc1ccc2cccc(Oc3ncnc4scc(-c5ccc(Cl)cc5)c34)c2n1 | 8% | 20% | -14% | 38% | 0.3% | 0.4% | 8% | 11% | -1%
COc1cccc(-c2c(C(=O)N/N=C/c3cccs3)nnn2-c2nonc2N)c1 | 7% | 5% | 2% | -8% | -0.1% | -1.4% | 4% | -4.9% | -1%
O=C(/C=C/Nc1cccc(O)c1)c1ccccc1 | 7% | 9% | -11% | -32% | -0.1% | -1.0% | 4% | 3.7% | 2%
COCC(=O)N(Cc1cc2ccccc2[nH]c1=O)c1ccccc1OC | 6% | -1% | -8% | -13% | -0.2% | 1.3% | 6% | -1.4% | 0%
CCOC(=O)c1ccc(N2C(=O)C3C(C2=O)C(C(=O)c2ccc(Cl)cc2)N2CCCC32)cc1 (configuration not stated) | 0% | -3% | 3% | -4% | -0.1% | 28% | 18% | -1.0% | 5%
O=C(CN(CC1CCCO1)C(=O)c1nsc(Cl)c1Cl)NC1CCCC1 (configuration not stated) | -3%[20 µM] | 9% | -5% | -16% | -0.1% | -0.3% | 10% | / | 1%
CC1CCCC(N2CCN(S(=O)(=O)c3ccccc3)CC2)C1 (configuration not stated) | -14% | -6% | 12% | 2% | -0.1% | -0.4% | -6% | -0.9% | 0%
CN1CCN(C(=O)C2=C[C@H](C3CCCCC3)C[C@H](OCc3ccc(CO)cc3)O2)CC1 | 9% | -2% | -11% | -9% | 0.1% | 0.2% | 38% | 2.2% | 12%
Clc1cccc(Cl)c1OCCCCN1CCCCC1 | 6% | 7% | 4% | -14% | 0.3% | 0.5% | 0% | -3.4% | 13%
O=C1CCCC(=O)C1=C1SCCCS1 | 29% | 2% | 0% | -23% | 0.1% | -2.8% | -4% | 6.1% | 25%
CC(=O)Nc1ccc(NC(=O)CSc2ccc(-c3cccs3)nn2)cc1 | -24% | -4% | -4% | -24% | -0.4% | 2.1% | 7% | 3.8% | -3%
COC(=O)c1c(C)cc(C)c2c1CC(C)(C)C2=O | 17% | 1% | -10% | 3% | -0.2% | -1.0% | -14% | -2.5% | -1%
O=C(CSc1nc(O)cc(=O)[nH]1)N1c2ccccc2CCc2ccccc21 | -14% | -2% | 8% | -2% | -0.1% | 3.1% | 11% | 3.8% | 0%
Cc1ccccc1Cn1c2ccccc2c2cnn(CC(=O)NCCCN3CCN(C)CC3)c(=O)c21 | -30% | 10% | -6% | -6% | -0.1% | -1.1% | 11% | -0.3% | -1%
O=C1C2=C(c3ccccc31)[N+](=O)C1CCCCC1N2[O-] (configuration not stated) | 20% | 20% | 4% | -20% | -0.1% | 5.4% | 8% | 3.8% | 3%
CC(C)CCNC(=O)[C@H](CSCc1ccccc1)N1Cc2ccccc2C1=O | 18% | 9% | 2% | 11% | -0.2% | 0.5% | -4% | -1.0% | 4%
Cc1cc(C)cc(OCc2nnc(SCC(=O)OC3CCCCC3)o2)c1 | -6% | 1% | 17% | -7% | -0.2% | 2.0% | -8% | 5.0% | 3%
Cc1ccc(C)c(-n2c(SCC(=O)NC(C(=O)O)C(C)C)nnc2-c2cccc(Cl)c2)c1 (configuration not stated) | -11% | 28% | 7% | -42% | 0.1% | 2.3% | -2% | -3.3% | 7%
CCNc1nc(Oc2ccc(=O)n(C)n2)nc(N2CCOCC2)n1 | 30% | 0% | 3% | -21% | -0.4% | -3.4% | -11% | -3.5% | 1%
COc1ccc(CN2C(=O)CC(Cc3ccc(C)cc3)C2=O)cc1OC (configuration not stated) | 30% | 12% | 13% | -12% | -0.2% | 0.5% | 4% | -3.5% | -1%
CS(=O)(=O)c1ccc(NCCc2ccc(S(N)(=O)=O)cc2)c([N+](=O)[O-])c1 | -15% | 8% | -3% | -18% | 0.2% | -1.0% | 6% | -0.8% | -4%
CN(CCc1ccccn1)Cc1ccc(Cl)cc1Cl | -49% | 6% | 10% | -14% | 0.2% | 1.2% | 13% | 4.4% | 2%
O=C(Cn1ncc2c3ccccc3n(Cc3ccccc3)c2c1=O)NCCCN1CCCC1 | -2% | -3% | -2% | -12% | 0.3% | 0.0% | 14% | 0.1% | 1%
N#Cc1ccc(-c2cn3c(n2)SCC3)cc1 | 17% | -1% | 4% | -24% | -0.3% | -2.7% | 19% | -3.8% | 2%
O=C(c1ccco1)N1CCN(Cc2ccc(Cl)cc2)CC1 | 12% | 15% | 14% | -3% | 0.1% | 2.2% | 6% | 2.4% | 10%
O=C(NCCCO)c1ccc(CSc2nc3ccccc3c(=O)[nH]2)cc1 | 2% | 7% | 5% | -4% | -0.1% | 1.1% | -6% | 2.5% | 0%
CCC(CO)Nc1ccc(-c2nn(C)c(=O)c3ccccc23)cc1[N+](=O)[O-] (configuration not stated) | -7%[20 µM] | 8% | 9% | -36% | -0.1% | -1.8% | -13% | -1.4% | 7%
Cc1noc(C)c1COc1cccc(C(=O)OC(C)C#N)c1 (configuration not stated) | -10% | 4% | 11% | -26% | 0.7% | -0.3% | -8% | -1.5% | -16%
Cc1c(NC(=O)Nc2ccc3c(c2)OCO3)cccc1[N+](=O)[O-] | 21% | 17% | -2% | -36% | 0.0% | 1.0% | -7% | 2.4% | 10%
CC(=O)c1ccc(NC(=O)CC2Nc3cccc4cccc(c34)NC2=O)cc1 (configuration not stated) | -1%[20 µM] | 16% | -1% | -33% | 0.2% | 71% | ? | -3.3% | i
Cc1ccc(Cl)cc1NC(=O)CN1CCN(S(=O)(=O)N2CCOCC2)CC1 | 7% | 1% | 10% | -15% | -0.1% | -1.5% | 17% | -1.8% | -7%
COC(=O)c1ccc(N2C(=O)CC(N(C)CCc3ccc(OC)c(OC)c3)C2=O)cc1 (configuration not stated) | -27% | 6% | 14% | 22% | -0.2% | 8.7% | -8% | -3.2% | -4%

# 2 compounds from above, showing only GPR55 LPI antagonism.
SMILES | GPR55 LPI antagonism
Cc1ccc(Cl)cc1NC(=O)CN1CCN(S(=O)(=O)N2CCOCC2)CC1 | 1%
COC(=O)c1ccc(N2C(=O)CC(N(C)CCc3ccc(OC)c(OC)c3)C2=O)cc1 (configuration not stated) | 6%

# Look-ups from above.
# For Siah-1 displacement, COc1ccc(CN2C(=O)CC(Cc3ccc(C)cc3)C2=O)cc1OC (configuration not stated) has the entry -1%
# For KOR beta-arrestin-1, Cc1c(NC(=O)Nc2ccc3c(c2)OCO3)cccc1[N+](=O)[O-] has the entry 21%
# For GPR35 antagonists, Cc1ccc(C)c(-n2c(SCC(=O)NC(C(=O)O)C(C)C)nnc2-c2cccc(Cl)c2)c1 (configuration not stated) has the entry 7%
# For GPR35 antagonists, Cc1cc(C)cc(OCc2nnc(SCC(=O)OC3CCCCC3)o2)c1 has the entry 17%

# Bioassay records deposited in PubChem by Sanford-Burnham Center for Chemical Genomics.
